Screening data: PubChem BioAssay, several laboratories
NOD2-RIPK2 inh – NOD2-RIPK2 protein interaction inhibition; AID 624267; O43353; hit rate 0.38% among 360,000; CHO BLA complementation NOD2-RIPK2, CCF4 ratio; inhibition, % at 4.98 µM; in the data active = inhibition above about 21%;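 also: 0% = vehicle only and 100% = reference blocker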
Exocytosis inh – blocks lytic granule exocytosis; TALL-104 LAMP-1 surface exposure, flow cytometry; cells stimulated with thapsigargin and PMA; inhibition, % at 10 µM; hit rate 0.66% among 360,000;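 active = inhibition above about 55%, limit read from the data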
aDG glyco act – alpha-DG glycosylation activation; Pro5-aDG cells, alpha-DG glycosylation AlphaScreen (IIH6); 0% Pro5, 100% B10-LARGE cell signal; activation, % at 10 µM; hit rate 0.22% among 360,000; AID 624168;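 active = activation of at least 8% versus controls, or a plate z-score of at least 8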;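 also: Pro5 are CHO cells carrying HIG-tagged alpha-DG that lacks glycosylation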
TLR9-MyD88 block – blocks human TLR9 binding to MyD88; AID 504734; inhibition, % at 4.98 µM; CHO BLA complementation TLR9-MyD88, CCF4 FRET ratio; hit rate 0.21% among 340,000; Q9NR96+Q99836;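 active = inhibition above the mean over all tested compounds plus 3 SD, cut at about 21% in these data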;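 also: 0% = DMSO only wells and 100% = clavulanate BLA inhibitor control wells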
Target sequence (Q99836 whole entry, looked up): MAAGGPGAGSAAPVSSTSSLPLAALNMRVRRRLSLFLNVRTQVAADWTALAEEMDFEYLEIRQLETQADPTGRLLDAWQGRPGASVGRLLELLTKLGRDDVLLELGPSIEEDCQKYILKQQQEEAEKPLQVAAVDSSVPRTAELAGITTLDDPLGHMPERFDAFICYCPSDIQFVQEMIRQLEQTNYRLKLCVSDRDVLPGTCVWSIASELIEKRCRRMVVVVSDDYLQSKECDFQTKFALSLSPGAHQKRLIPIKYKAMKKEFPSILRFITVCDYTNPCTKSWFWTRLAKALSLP
Target sequence (Q9NR96 whole entry, looked up): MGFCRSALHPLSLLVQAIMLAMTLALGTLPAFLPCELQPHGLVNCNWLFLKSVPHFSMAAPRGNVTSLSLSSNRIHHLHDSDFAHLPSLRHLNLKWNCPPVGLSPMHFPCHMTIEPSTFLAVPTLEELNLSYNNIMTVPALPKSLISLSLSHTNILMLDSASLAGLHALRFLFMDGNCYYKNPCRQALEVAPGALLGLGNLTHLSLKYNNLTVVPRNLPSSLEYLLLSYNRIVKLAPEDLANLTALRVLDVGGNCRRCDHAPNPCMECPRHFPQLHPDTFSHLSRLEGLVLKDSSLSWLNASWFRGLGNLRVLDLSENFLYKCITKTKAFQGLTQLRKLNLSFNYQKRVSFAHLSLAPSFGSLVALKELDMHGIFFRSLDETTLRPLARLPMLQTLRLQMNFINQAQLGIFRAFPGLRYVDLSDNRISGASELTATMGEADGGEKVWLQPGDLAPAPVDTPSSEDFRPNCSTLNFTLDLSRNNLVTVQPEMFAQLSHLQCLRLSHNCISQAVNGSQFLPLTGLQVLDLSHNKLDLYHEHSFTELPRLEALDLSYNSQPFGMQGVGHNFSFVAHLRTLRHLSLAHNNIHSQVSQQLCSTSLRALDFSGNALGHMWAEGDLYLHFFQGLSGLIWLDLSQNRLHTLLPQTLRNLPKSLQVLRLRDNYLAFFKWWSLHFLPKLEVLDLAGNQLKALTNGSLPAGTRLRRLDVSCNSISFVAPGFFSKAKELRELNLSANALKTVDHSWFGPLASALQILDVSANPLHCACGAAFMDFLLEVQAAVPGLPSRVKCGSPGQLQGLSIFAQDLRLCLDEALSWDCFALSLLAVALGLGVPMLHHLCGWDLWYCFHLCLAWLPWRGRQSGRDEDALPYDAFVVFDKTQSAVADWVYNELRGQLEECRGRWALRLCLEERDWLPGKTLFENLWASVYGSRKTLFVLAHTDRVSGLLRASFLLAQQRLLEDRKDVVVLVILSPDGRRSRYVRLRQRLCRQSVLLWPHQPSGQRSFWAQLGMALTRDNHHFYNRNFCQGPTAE
MC4R antagonist – blocks human MC4R cAMP signaling. AID 540295. inhibition, % at 6.5 µM. MC4R-expressing cells, MTII-stimulated cAMP, LANCE TR-FRET. hit rate 0.48% among 360,000. P32245;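 active = inhibition above its plate's cutoff, the mean of tested wells on that plate plus 3 SD, cut at about 29% in these data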;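 also: 0% = Melanotan II alone and 100% = Melanotan II plus saturating MCL0020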
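System – human MC4R-expressing U2OS cells · Also added – Melanotan II · Dosing – one concentration, 6.5 µM nominal · Timing – 30-min compound, 1-h challenge, 1-h detection, room temperature · Measured by – Eu-cAMP/anti-cAMP TR-FRET, emission 671 nm · Replicates – singlicate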
ABCB6 inh MLPCN – blocks the human ABCB6 transporter | AID 602162 | fluorescence ratio to DMSO, % at 10 µM | hit rate 0.19% among 360,000 | K562-ABCB6 porphyrin accumulation, flow cytometry, 1 h; active compounds read low | Q9NP58;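 active = fluorescence ratio to DMSO below 75%, the collection mean minus 3 SD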;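 also: signal is porphyrin accumulated inside mitochondria; 100% equals median channel fluorescence of DMSO control wells; lower ratio means ABCB6 inhibition with less porphyrin fluorescence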
MC4R barr agon – human MC4R agonism via beta-arrestin. P32245. U2OS MC4R beta-arrestin complementation, luminescence; percent of melanotan II response, DMSO zero. activation, % at 8.9 µM. hit rate 0.98% among 360,000. AID 540308;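 active = activation above a per-plate cutoff, the mean activation of sample wells on that plate plus 3 SD, cut at about 8% in these data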
ABHD5-PLIN5 inh – ABHD5-PLIN5 protein interaction inhibition; inhibition, % at 4 µM; Split G. princeps luciferase complementation, luminescence, 4 h; AID 602281; hit rate 0.78% among 360,000; Q00G26+Q8WTS1;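 active = inhibition above the mean inhibition across every tested compound plus 3 SD, cut at about 22% in these data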;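 also: 0% = DMSO only wells and the 100% control is not disclosed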
N-glyco inh – blocks N-linked glycosylation in D54 reporter cells. D54 ERlucT glycosylation luciferase reporter, 24 h; percent of 100 nM tunicamycin response. reporter increase, % at 12.5 µM. hit rate 0.23% among 360,000. AID 588692;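 active = mean luciferase reporter signal, scaled so untreated is 0 and the glycosylation-blocking control 100, at or above a set limit in every replicate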;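 also: luciferase carries N-glycosylation sites so blocking glycosylation raises the light; 0% = median of neutral control wells and 100% = median of 100 nM tunicamycin wells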
Vif imaging – HIV Vif inhibition | AID 602346 | hit rate 0.35% among 340,000 | inhibition, % at 7.49 µM | HEK293T cells, Vif self-association by quenched fluorescence, imaging, 24 h; in the data active = inhibition above about 50%, passing the limit was not always enough; also: some results filed as inactive read as strong as hits
An asterisk follows results filed as active; . = not tested or not shown; & = joins results of further samples.

Start of the listing, in advance (two entries):
SMILES	NOD2-RIPK2 inh	Exocytosis inh	aDG glyco act	TLR9-MyD88 block	MC4R antagonist	ABCB6 inh MLPCN	MC4R barr agon	ABHD5-PLIN5 inh	N-glyco inh	Vif imaging
COCC(=O)Nc1nnc(Cc2ccc(OC)cc2)s1	0	3	-0.2	1	3	99	-1.2	0	2	.
COc1ccc(NC(=O)C2Cc3c(-c4ccc(NC(C)=O)cc4)ccnc3O2)cc1OC (stereo not given)	7	8	-0.1	.	8	101	-0.7	-6	-1	2

All compounds of this part, previewed entries included:
SMILES	NOD2-RIPK2 inh	Exocytosis inh	aDG glyco act	TLR9-MyD88 block	MC4R antagonist	ABCB6 inh MLPCN	MC4R barr agon	ABHD5-PLIN5 inh	N-glyco inh	Vif imaging
COCC(=O)Nc1nnc(Cc2ccc(OC)cc2)s1	0	3	-0.2	1	3	99	-1.2	0	2	.
COc1ccc(NC(=O)C2Cc3c(-c4ccc(NC(C)=O)cc4)ccnc3O2)cc1OC (stereo not given)	7	8	-0.1	.	8	101	-0.7	-6	-1	2
CCCC#Cc1cnc2c(c1)C(=O)N([C@H](C)CO)C[C@@H](C)[C@H](CN(C)S(=O)(=O)c1cccc(OC)c1)O2	-9	-5	0.3	4	13	99	-1.2	0	1	4
COc1ccccc1NS(=O)(=O)c1cc(C(=O)NCC(C)(C)N2CCOCC2)ccc1C	3	-5	0.0	2	1	101	-1.2	8	1	-2
CCCCC[C@@H](C)N1C[C@H](COCc2ccccc2)Oc2cc(N3CCC[C@H]3CO)ccc2S1(=O)=O	2	2	0.0	.	.	97	.	-6	.	.
COc1ccc(NC(=O)c2ccc(S(=O)(=O)N3CCCCC3)cc2)c(OC)c1	-2	54	0.0	-2	-1	100	-2.3	0	1	10
CC(C)OC(=O)c1cccc(C(=O)OCc2ccco2)n1	-8	-4	0.1	8	-1	101	1.3	7	7	0
C/C(CC(=O)Nc1cccc(F)c1)=N\NC(=O)c1ccncc1	5	-3	-0.1	0	-2	97	-2.0	7	0	-4
Cc1nc(Cl)cc(N/N=C/c2ccc(O)cc2O)n1	2	3	0.2	9	-28	96	-0.9	6	-3	-7
C#CCOCCOCCOCCNc1nc(N2CCN(C(=O)CCCCCCCCCCNC(=O)[C@H]([C@@H](C)CC)n3cc(CCCCN=C(N)N)nn3)CC2)nc(N2CCN(C(=O)CCCCCCCCCCNC(=O)[C@H](CO)n3cc(CCCCCN)nn3)CC2)n1	31*	-5	-0.6	35*	32*	78	-0.9	47*	-16	21
O=C(NCC1COc2ccccc2O1)c1cn(Cc2ccc(F)cc2)nn1 (stereo not given)	2	-1	-0.2	-7	7	95	0.2	5	1	9
COc1cccc(C(=O)NCCCNC(=O)c2cccnc2)c1	-4	3	-0.1	-4	4	104	-1.2	0	0	87*
O=C(CS(=O)(=O)c1ccc2ccccc2c1)Nc1ccccc1Cl	8	3	-0.2	-1	-3	103	-0.7	-1	1	9
Cc1ccccc1NC(=O)C1C(=O)Nc2ccccc2C(=O)N1Cc1ccccc1 (stereo not given)	-1	13	0.2	.	.	.	.	-9	.	.
CCOc1ccccc1C(=O)NCCc1cnc[nH]1	-1	-19	-0.1	-4	8	97	0.5	3	1	-13
O=C(N/N=C/c1ccc(OC(F)F)cc1OC(F)F)NC1CCCCC1	6	-4	0.7	7	-1	90	1.3	-8	-5	4
CCCNC(=O)c1onc(CSc2ccc(F)cc2)c1C(=O)NCC1CC1	-7	-1	0.0	-4	0	98	2.0	5	1	1
O=C(NCc1ccccn1)c1ccc(CNS(=O)(=O)c2cccc(Cl)c2)cc1	-5	-5	-0.2	2	7	102	-1.0	0	1	3
COc1ccc(CCNC(=O)CCNC(=O)c2ccc([N+](=O)[O-])cc2)cc1	-5	3	0.1	-3	-2	91	0.7	0	-2	-9
NC(=O)CC[C@H](NC(=O)c1ccc(F)cc1)C(=O)OCC(=O)Nc1c(F)c(F)c(F)c(F)c1F	-16	-6	-0.1	-13	3	103	-2.5	0	2	-2
COc1cccc(CNC(=O)c2cccnc2Sc2ccc(C)cc2C)c1	10	-9	0.0	2	0	96	-1.9	2	-1	-2
CCCCS(=O)(=O)CC(COc1ccccc1)OC(=O)c1ccccc1 (stereo not given)	8	9	-0.1	-13	6	96	-0.5	7	-1	-4
CCOC(=O)C1CCCN(C(=O)c2ccc3c(=O)n(Cc4ccccc4OC)c(=S)[nH]c3c2)C1 (stereo not given)	13	-16	0.3	-5	2	87	-1.0	-7	4	-5
COc1ccc(NC(=O)COc2nc3ccccc3nc2N2CCOCC2)c(OC)c1	-3	1	-0.2	-1	2	94	-2.0	-2	-4	3
Cc1cc(/C=C2\NC(=O)N(Cc3ccc(Cl)cc3)C2=O)c(C)n1C	7	5	-0.4	3	5	105	1.1	6	0	2
CN=C(c1ccccc1)c1c(C)cccc1C	-7	-4	0.0	-3	6	99	0.0	4	2	5
COCCNC(=O)c1ccc(Cn2c(=S)[nH]c3cc4c(cc3c2=O)OCO4)cc1	-7	4	-0.1	8	-1	98	-1.7	5	0	9
COc1ccc(-c2ccc3c(=O)cc(-c4ccsc4)oc3c2)cn1	0	3	-0.1	-2	7	99	2.9	0	0	-5
CCCc1ccc(Oc2cn[nH]c2-c2ccc(O)cc2O)cc1	-2	1	2.6	0	-1	97	5.1	-7	-7	-16
CC(C)n1nnnc1SCC(=O)NCc1ccc2c(c1)OCO2	-5	-2	0.0	4	-1	86	-1.9	-1	2	.
CC(=O)Nc1ccc(S(=O)(=O)N(CCCN2CCOCC2)Cc2cccs2)cc1	-9	-4	-0.1	-3	1	81	1.2	-9	0	6
CCN1C(=O)[C@@H]2[C@@H](c3ccc(SC4CCCCC4)cc3)N3CCCC[C@@]3(C(=O)OC)[C@@H]2C1=O	-8	16	-0.1	-7	6	97	-1.5	-2	-6	-2
Cc1ccc(Cl)cc1NC1=C/C(=N\S(=O)(=O)c2cccs2)c2ccccc2C1=O	-9&-8	-2&15	-0.6&-0.7	-3&8	19&-7	99&108	-5.0&-5.9	-6&-3	1&-20	7&-21
CC(C)CCn1nnnc1C(c1ccc(F)cc1)N1CCN(C(=O)c2ccco2)CC1 (stereo not given)	4	-1	-0.3	-1	11	93	-0.5	6	-1	0
CCCCc1nc2ccccc2c(NC(=O)CN2CCN(C)CC2)c1CCC	-5	8	0.4	1	2	105	-0.2	3	-1	7
Cc1cc(C)c2c3c(sc2n1)C1(CCSCC1)C(C#N)=C(N)O3	-6	-1	-0.4	0	-14	96	2.0	-8	-4	-2
Cc1ccc(C(=O)Nc2cccc(C(O)c3ccccc3)c2)cc1 (stereo not given)	-3	-4	-0.2	-11	-3	97	2.0	-5	-5	1
COc1ccc(Cl)cc1NC(=O)CN1CCC(n2nnc3cc(F)ccc32)CC1	-2	-1	0.1	6	5	93	-1.7	3	-3	-13
C[C@@H](NC(=O)c1[nH]cnc1C(=O)Nc1ccon1)c1ccccc1	-8	38	0.7	-4	-10	99	-0.8	1	12	-2
Cc1noc(C)c1COc1cccc(C(=O)Nc2ccc(C#N)cc2)c1	-13	-4	0.4	-2	-3	98	-0.3	6	1	-8
COc1ccc(C(=O)OCC(=O)NC2CCCC2)c(OC)c1OC	-17	21	0.1	-5	5	99	-1.8	-2	0	4
CCCCCCN1C[C@@H](O)[C@H](n2cc(COC(=O)c3ccccc3)nn2)C[C@@H]1c1ccccc1	-17	5	-0.1	8	-7	100	4.5	-3	0	-2
CCn1c(SCC(=O)Nc2cc(C)on2)nnc1-c1ccc(S(=O)(=O)N2CCN(C)CC2)cc1	-2	4	-0.3	-4	5	101	-2.5	3	2	-9
COc1ccc(-c2noc(-c3cccnc3)n2)cc1OC	-6	11	-0.1	-2	3	98	-1.0	-7	2	0
CCOCCNC(=O)c1ccc2c3c(cccc13)CC2	-16	-2	-0.1	3	14	89	0.4	0	0	-10
N#CC1=C(N)C(C#N)(C#N)[C@H](c2c(F)cccc2F)[C@H]2CC3(CC=C12)OCCO3	10	2	-0.1	11	-19	119	-3.1	1	13	16
CCOC(=O)N1CCN(C(=O)CNC(=O)c2ccc(Br)cc2)CC1	-9	-6	0.0	-4	3	94	-0.1	3	1	-1
CCN1/C(=C2\C(=O)N(C)C(=S)N2C)C=Cc2cc(C)ccc21	-2	-2	-0.1	-4	-18	96	-2.7	3	0	5
COc1cc(NC(=O)CC[C@H]2O[C@@H](n3cnc4c(NC(=O)c5ccccc5)ncnc43)[C@H](O)[C@@H]2O)cc(OC)c1OC	-12	-4	-0.2	.	.	95	.	-2	2	4
COCCN=C1Sc2nc3c(C)cccc3cc2CN1Cc1ccco1	2	42	0.2	6	12	104	-0.5	16	-2	-9

(further entries)
SMILES	NOD2-RIPK2 inh	Exocytosis inh	aDG glyco act	TLR9-MyD88 block	MC4R antagonist	ABCB6 inh MLPCN	MC4R barr agon	ABHD5-PLIN5 inh	N-glyco inh	Vif imaging
C=CCn1c(NCCO)nc2sc3c(c2c1=O)CCC3	-8	3	0.0	-4	0	95	-0.7	1	3	2
CC(C)C(=O)N1CCN(c2ccc(NC(=O)c3ccc([N+](=O)[O-])o3)cc2Cl)CC1	26*	6	-0.1	6	-9	107	-2.1	-4	-6	25
Cc1ccc(C(=O)Nc2cccc(C(=O)N/N=C/c3ccc(F)cc3)c2)cc1	5	-20	0.0	2	6	93	2.1	-6	-6	1
COCc1cc(C)nc2sc(C(=O)NCCO)c(-n3cccc3)c12	-4	0	0.2	0	-3	104	-1.0	0	2	1
O=C(NCCN1C(=O)S/C(=C/c2cccnc2)C1=O)c1ccc(S(=O)(=O)N2CCCC2)cc1	-8	10	0.0	4	8	94	-0.9	11	3	-1
CCCn1c(SCC(=O)c2c(N)n(C3CC3)c(=O)[nH]c2=O)nnc1-c1ccncc1	3	0	0.1	1	-6	100	0.1	-2	3	-2
COc1ccc2c(c1)c(=O)c(C(=O)c1ccccc1)cn2Cc1ccc(C)cc1	-7	5	0.0	1	5	106	-1.0	5	9	-8
COC(CNC(=O)c1ccc2c(c1)ncn2-c1ccc(F)c(F)c1)OC	-2	-2	-0.3	-4	1	104	-1.7	0	-2	4
O=C(C1=C[C@@H](c2ccc(Br)cc2)C[C@@H](OCCCCO)O1)N1CCN(Cc2ccccc2)CC1	9	29	1.8	-2	11	93	1.8	2	-11	0
Cn1c(Cc2cccs2)nnc1SCC(=O)Nc1ccccc1F	-11	4	0.2	-5	2	96	0.3	9	0	1
N#C/C(=C\c1ccc(O)cc1)C(=O)N1CCCC1	3	-2	-0.1	10	-3	101	-1.5	-2	4	12
O=C(COC(=O)C12CC3CC(CC(C3)C1)C2)Nc1nc2c(F)c(F)c(F)cc2s1	-8	0	-0.2	2	-9	97	3.3	-3	-4	2
O=C(NCc1ccc2c(c1)OCO2)c1cccnc1	6	-1	-0.1	0	6	92	-0.9	2	0	-1
COC(=O)CCC(=O)Nc1ccc(S(=O)(=O)Nc2nc(C)cc(C)n2)cc1	-11	-5	0.0	0	11	94	-0.5	-2	4	1
Cn1c(SCC(=O)Nc2cccc(F)c2)nc2c([nH]c3ccccc32)c1=O	1	8	0.8	-2	-1	107	-1.6	-1	22	.
C/C(=C\c1ccccc1)CN1CCN(c2ccccc2)CC1	-10	0	0.1	4	1	101	7.3	-7	-3	.

Some of the compounds tested (hit frequency here may not be typical).
